TDP1 inh: inhibitors of human tyrosyl-DNA phosphodiesterase TDP1. recombinant TDP1, AlphaScreen DNA substrate cleavage. Potency, µM (doses to about 130 µM), inactives show at the top dose activity change, negative = inhibition, actives largely listed as inhibitors. hit rate 0.28% among 350,000. AID 485290; note: nearly all actives have a fitted effect of over 40% in size
Target sequence (Q9NUW8 whole entry, looked up): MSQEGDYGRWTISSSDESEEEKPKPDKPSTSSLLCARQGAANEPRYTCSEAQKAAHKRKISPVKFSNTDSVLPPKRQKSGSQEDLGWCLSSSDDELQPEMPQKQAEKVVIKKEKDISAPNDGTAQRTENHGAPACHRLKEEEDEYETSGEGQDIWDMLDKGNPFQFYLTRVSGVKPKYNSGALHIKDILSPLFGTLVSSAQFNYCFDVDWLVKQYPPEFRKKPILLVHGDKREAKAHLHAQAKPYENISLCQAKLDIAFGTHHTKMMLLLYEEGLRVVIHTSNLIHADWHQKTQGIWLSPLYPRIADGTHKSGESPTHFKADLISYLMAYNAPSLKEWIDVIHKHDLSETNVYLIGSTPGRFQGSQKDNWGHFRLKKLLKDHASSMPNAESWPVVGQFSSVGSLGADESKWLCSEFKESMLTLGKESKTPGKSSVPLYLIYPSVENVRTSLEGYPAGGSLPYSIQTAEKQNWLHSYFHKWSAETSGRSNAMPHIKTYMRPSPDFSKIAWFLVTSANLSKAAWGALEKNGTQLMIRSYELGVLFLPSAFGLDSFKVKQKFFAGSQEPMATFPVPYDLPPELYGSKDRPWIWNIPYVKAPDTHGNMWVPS
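Recombinant E. coli-expressed Tdp1 (1 nM) preincubated with compound 15 min at RT, then 5'-biotin/3'-phosphotyrosine-FITC DNA substrate (15 nM) added for 5 min. AlphaScreen beads (10 ug/ml) added, 10 min RT; tyrosine-FITC cleavage read as signal loss.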
DT40 TDP1 no CPT: qHTS for Inhibitors of human tyrosyl-DNA phosphodiesterase 1 (TDP1): qHTS in cells in absence of CPT; Potency, µM (series often up to 46.2 µM), without a hit: at the top dose activity change, negative = growth inhibition, actives largely listed as inhibitors; hit rate 15% among 420,000; DT40 Tdp1-/- hTDP1 cells, no CPT, ATP luminescence, 48 h; note: nearly all actives have a fitted effect of over 55% in size
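Chicken DT40 Tdp1-/- cells stably complemented with human TDP1 were seeded at 400 cells/well with DMSO in place of 20 nM camptothecin. After compound pinning, cells grew at least 48 hr at 37 °C; viability read by CellTiter-Glo luminescence.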
DT40 TDP1 CPT: growth inhibition of DT40 Tdp1-/-;hTDP1 cells with camptothecin (screen for TDP1 inhibitors); AID 686979; Potency, µM (series often up to 46.2 µM), for the others: top-dose activity change, negative = growth inhibition, usual class: inhibitors; chicken DT40 Tdp1-/-;hTDP1 cells + 20 nM CPT, ATP luminescence, 48 h; hit rate 12% among 420,000; note: nearly all actives have a fitted effect of over 55% in size
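Chicken DT40 Tdp1-/- cells stably complemented with human TDP1 were seeded at 400 cells/well in medium containing 20 nM camptothecin, exposed to pin-transferred compounds, and grown at 37 °C for at least 48 hr. Viability was read as ATP luminescence.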
* = called active by the depositor; ? = inconclusive; / = not tested or not shown; & = joins results of further samples; [ ] = dose if it differs, or a comment. Calls come from the whole dose curve; as a rule, active = well fitted curve in the direction sought with a large enough effect; inconclusive = small, poorly fitted or top-dose-only effect, or another doubt; inactive = no such curve, though single readings can be large; an effect the other way counts as inactive or inconclusive. % is set by controls: 0 for no effect and ±100 for the full control effect; potency is the fitted concentration of half-maximal effect.

SMILES | TDP1 inh | DT40 TDP1 no CPT | DT40 TDP1 CPT
CCCCN(C(=O)Cc1cccc(F)c1)c1c(N)n(CCC)c(=O)[nH]c1=O | 6% | -3% | -17%
NCCCC[C@H]1CN=C(N)N1CCCCC1CCCCC1 | / | ? | ?
O=C(NCc1nc(-c2ccccc2)no1)c1ccco1 | 7% | -3% | -12%
Cc1ccc(NC(=O)C2CCCN(c3ncnc4c3nc3n4CCCCC3)C2)nc1 (centres undefined) | 4% | 8.2µM* | 13µM*
CCc1nc2ccc(C(=O)NCCOc3ccc(OC)cc3)cn2c1N(CC)CCN(C)C | / | -14% | -11%
CC/C(=N\O)c1c(O)c2c(n(-c3ccccc3)c1=O)CCCC2 | 3% | -3% | -3%
CCCNC(=O)c1cc(SC)ccc1Cl | 8% | 0% | -29%
CCc1nnc(NC(=O)CSc2nnc(Cc3ccccc3)o2)s1 | -4% | -25% | ?
CC1=Nn2c(nc3sc4c(c3c2=O)CCCC4)SC1 | 4% | -6% | 7%
O=C(/C=C/c1cccs1)Nc1ccc([N+](=O)[O-])cc1 | 1% | ? | ?
Cc1ccc2nc(SCC(=O)Nc3cc(C(F)(F)F)ccc3N3CCOCC3)[nH]c2c1 | 4% | 0.82µM* | 0.82µM*
CCN1CCN(c2cc3c(cc2F)c(=O)c(S(=O)(=O)c2cc(C)cc(C)c2)cn3CC)CC1 | 4% | ? | ?
O=C(N/N=C/C=C/c1ccccc1)NC1CCCCC1 | 3% | 18µM* | 18µM*
CCOC(=O)C1(Cc2ccccc2)CCN(Cc2cnn(CC)c2)CC1 | / | -27% | 0%
COc1c(C=O)c(CCN(C)C(=O)c2ccc(F)cc2)cc2c1OCO2 | 5% | -2% | 2%
Cc1ccccc1OCC(=O)Nc1ccc([N+](=O)[O-])cc1 | / | ? | -32%
CC1CCCCC12NC(=O)N(CC(=O)c1ccc(Cl)s1)C2=O (centres undefined) | 2% | -3% | ?
CN1CCN(C(=O)c2ccc3c(=O)n(-c4ccc(F)cc4)c(=S)[nH]c3c2)CC1 | -1% | -13% | -17%
COc1ccc(OC)c(-n2c(=O)c3ccccc3c3ccccc3c2=O)c1 | 0% | -37% | -24%
N=c1oc2ccccc2cc1-c1nc(-c2ccc(Cl)cc2)cs1 | 4% | -26% | -6%
CC(C)c1ccc[n+](-c2nc([O-])sc2C=O)c1 | 0% | -4% | -1%
COCCCNC(=O)c1ccc(N(C)S(=O)(=O)c2ccc(OC)cc2)cc1 | 5% | -27% | -29%
Cn1c(C(=O)N2CCCC(Nc3ccc(F)cc3)C2)cc2ccccc21 (centres undefined) | 9% | -10% | 11%
C/C(=N\NC(=O)c1ccccc1F)c1ccccn1 | 6%[56.1 µM] | 0.52µM* | 3.3µM*

7 neighbouring records already listed:
SMILES | TDP1 inh | DT40 TDP1 no CPT | DT40 TDP1 CPT
CN1CCN(C(=O)c2ccc3c(=O)n(-c4ccc(F)cc4)c(=S)[nH]c3c2)CC1 | -1% | -13% | -17%
COc1ccc(OC)c(-n2c(=O)c3ccccc3c3ccccc3c2=O)c1 | 0% | -37% | -24%
N=c1oc2ccccc2cc1-c1nc(-c2ccc(Cl)cc2)cs1 | 4% | -26% | -6%
CC(C)c1ccc[n+](-c2nc([O-])sc2C=O)c1 | 0% | -4% | -1%
COCCCNC(=O)c1ccc(N(C)S(=O)(=O)c2ccc(OC)cc2)cc1 | 5% | -27% | -29%
Cn1c(C(=O)N2CCCC(Nc3ccc(F)cc3)C2)cc2ccccc21 (centres undefined) | 9% | -10% | 11%
C/C(=N\NC(=O)c1ccccc1F)c1ccccn1 | 6%[56.1 µM] | 0.52µM* | 3.3µM*

(list continues)
SMILES | TDP1 inh | DT40 TDP1 no CPT | DT40 TDP1 CPT
CCC(=O)Nc1ccc(C(=O)COC(=O)Cc2ccsc2)cc1 | 1% | 0% | -16%
COCCNC(=O)/C(C#N)=C/c1cccc(NC(=O)c2ccccc2Cl)c1 | 5% | ? | ?
O=C(Cc1ccccc1Cl)Nc1cccc(S(=O)(=O)N2CCCCCC2)c1 | -2% | -6% | -7%
COC(=O)c1cn(C)c2ccc(S(=O)(=O)N3CCCC3)cc2c1=O | 4% | -10% | -26%
COCCn1c(=O)c(-c2ccc(Cl)cc2)nc2cnc(Oc3ccccc3)nc21 | / | -27% | 1%
CCN(C(=O)c1coc(=O)c(Br)c1)c1ccc2c(c1)OCO2 | 0% | 1µM* | 1.5µM*
O=C(CSc1nnc(NC(=O)c2cccc(Br)c2)s1)NCC1CCCO1 (centres undefined) | 4% | -8% | 2%
O=C1c2cccc(Cl)c2C(=O)N1c1ccccn1 | / | -26% | -2%
Cc1nn(-c2cc(N3CCCCC3)ccc2[N+](=O)[O-])c(=O)c2ccccc12 | 0% | ? | ?
Cn1c2ccccc2c2nnc(SCCN3CCOCC3)nc21 | / | -18% | ?
O=C(NCc1ccccc1)C(=O)NCC(c1cccs1)S(=O)(=O)c1cccs1 (centres undefined) | 8% | -26% | -26%
Cc1ccccc1-n1c(C)nnc1SCC(=O)NC1CCCc2ccccc21 (centres undefined) | 3% | -27% | -6%
CCCCCC(=O)N1C[C@H](O)[C@@H](n2cc(C3CC3)nn2)C[C@@H]1c1ccc(C)cc1 | / | ? | ?
COC(=O)C1=C(N)Oc2cc(C)n(Cc3cccnc3)c(=O)c2C1c1ccc(OC)c(OC)c1 (centres undefined) | 4% | 0% | 7%
NC(=O)CSc1nnc(COc2cccc3ccccc23)o1 | / | 2% | -6%
COc1ccccc1-c1csc(C(O)(c2ccccc2)C(F)(F)F)n1 (centres undefined) | / | 18µM* | ?
CCOc1ccccc1C(=O)Nc1nc2c(s1)CC(C)CC2 (centres undefined) | -3% | 21µM* | ?
CCOC(=O)c1ccccc1OC(=O)NNc1ccccc1 | / | -15% | 8%
O=C1CCCN1CCC(=O)N1CCCC(N2CCN(c3ccccc3F)CC2)C1 (centres undefined) | 2% | 4% | -5%
COc1ccc(C(=O)N=C2SC3CS(=O)(=O)CC3N2c2ccc(N(C)C)cc2)cc1OC (centres undefined) | -3% | -14% | -21%
COc1ccccc1C(=O)NCC(=O)OC(C)C(=O)N1CCOCC1 (centres undefined) | / | -4% | 6%
CCN(C(=O)COC(=O)Cc1c(F)cccc1Cl)c1c(N)n(Cc2ccccc2)c(=O)[nH]c1=O | 2% | -20% | 2%
Cn1nnnc1Sc1ncnc2scc(-c3ccccc3)c12 | 5%&2% | 16µM* | 15µM*
CC(=O)Nc1ccc(-c2csc(Nc3ccccn3)n2)cc1 | / | -25% | ?

Molecules shown so far that have an aryl methoxy group (8):
SMILES | TDP1 inh | DT40 TDP1 no CPT | DT40 TDP1 CPT
CCc1nc2ccc(C(=O)NCCOc3ccc(OC)cc3)cn2c1N(CC)CCN(C)C | / | -14% | -11%
COc1c(C=O)c(CCN(C)C(=O)c2ccc(F)cc2)cc2c1OCO2 | 5% | -2% | 2%
COc1ccc(OC)c(-n2c(=O)c3ccccc3c3ccccc3c2=O)c1 | 0% | -37% | -24%
COCCCNC(=O)c1ccc(N(C)S(=O)(=O)c2ccc(OC)cc2)cc1 | 5% | -27% | -29%
COC(=O)C1=C(N)Oc2cc(C)n(Cc3cccnc3)c(=O)c2C1c1ccc(OC)c(OC)c1 (centres undefined) | 4% | 0% | 7%
COc1ccccc1-c1csc(C(O)(c2ccccc2)C(F)(F)F)n1 (centres undefined) | / | 18µM* | ?
COc1ccc(C(=O)N=C2SC3CS(=O)(=O)CC3N2c2ccc(N(C)C)cc2)cc1OC (centres undefined) | -3% | -14% | -21%
COc1ccccc1C(=O)NCC(=O)OC(C)C(=O)N1CCOCC1 (centres undefined) | / | -4% | 6%

Continued.
SMILES | TDP1 inh | DT40 TDP1 no CPT | DT40 TDP1 CPT
CC(NC(=O)C1CCN(C(=O)c2ccc(-n3ccc4ccccc43)s2)CC1)c1ccccc1 (centres undefined) | 5% | 18µM* | ?
CCN1CCN(C(=O)CN(c2cccc(Br)c2)S(=O)(=O)c2ccccc2)CC1 | 0% | -21% | -16%
COc1cc(C(=O)N(CCc2ccccc2)C2=CC3CCC(C2)N3C)cc(OC)c1OC (centres undefined) | 2%[56.1 µM] | -17% | 10%
O=C(Nc1ccc(-c2nc3cc(NC(=O)c4ccccc4F)ccc3o2)cc1)c1ccccc1F | -2% | 13µM* | 15µM*
O=C(CSc1nnc2ccc(-c3ccc(Br)cc3)nn12)NCC1CCCO1 (centres undefined) | / | ? | 21µM*
CCOc1ccc(CN(C)CC(=O)NCc2ccccc2)cc1 | -8% | -21% | -24%
O=C(N/N=C1\CCCc2ccccc21)c1ccccc1[N+](=O)[O-] | 4%[56.1 µM] | ? | -19%
CCOC(=O)c1cccc(-n2nnc3c(sc4nc(C)c(Br)c(C)c43)c2=O)c1 | 5% | -5% | -7%
